From PubChem BioAssay
OXTR potentiator: human OXTR potentiation | P30559 | CHO-OTR cells, Fluo-8 calcium fluorescence, potentiator mode; 0% = oxytocin EC15, 100% = EC100 | activation, % at 3 µM | 0.061% of 320,000 active | AID 2445;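 active = activation above that plate's cutoff, the mean activation of tested compounds plus 3 SD, cut at about 6.6% in these data, passing the limit was not always enough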;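 also: 100% uses oxytocin at 75 nM as the full agonist control; some results filed as inactive read as strong as hits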
Target sequence (P30559 whole entry, looked up): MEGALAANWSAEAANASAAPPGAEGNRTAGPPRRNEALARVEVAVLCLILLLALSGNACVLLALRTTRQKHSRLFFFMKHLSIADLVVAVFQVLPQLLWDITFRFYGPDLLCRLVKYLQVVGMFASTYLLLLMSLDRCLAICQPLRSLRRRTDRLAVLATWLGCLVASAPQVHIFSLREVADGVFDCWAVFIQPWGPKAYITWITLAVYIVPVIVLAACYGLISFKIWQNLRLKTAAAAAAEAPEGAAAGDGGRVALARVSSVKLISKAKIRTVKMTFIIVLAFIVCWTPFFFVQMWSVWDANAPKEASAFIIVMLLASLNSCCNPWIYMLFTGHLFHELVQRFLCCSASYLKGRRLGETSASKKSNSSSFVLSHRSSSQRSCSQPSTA
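Material: human OTR in CHO cells. Compound: 3.0 µM, one dose. Timing: compound 6 min at room temperature before oxytocin, 100 s read. Evaluation: % activation of max/min ratio relative to oxytocin controls. Replication: single well per compound, singlicate. Signal: Fluo-8 calcium dye fluorescence.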
NALP1 inh: inhibitors of NALP1 inflammasome in yeast; 0.61% of 280,000 active; S. cerevisiae NALP1/ASC/caspase-1 growth, X-gal OD620, 72 h; inhibition, % at 10 µM; in the data active = inhibition mostly above about 24%, no sharp cut-off; inactive = mostly below about 32%; also: some compounds called inactive have numbers as strong as hits
GPR7 antagonist: human neuropeptides B/W receptor 1 antagonism | GPR7-expressing cells, fluorescence antagonist assay | inhibition, % at 4.4 µM | 1.1% of 290,000 active; in the data active = inhibition above about 16%, passing the limit was not always enough;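 also: cells stimulated with the agonist NPW; 0% = agonist with vehicle and 100% = vehicle without agonist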
Target sequence (P48145 whole entry, looked up): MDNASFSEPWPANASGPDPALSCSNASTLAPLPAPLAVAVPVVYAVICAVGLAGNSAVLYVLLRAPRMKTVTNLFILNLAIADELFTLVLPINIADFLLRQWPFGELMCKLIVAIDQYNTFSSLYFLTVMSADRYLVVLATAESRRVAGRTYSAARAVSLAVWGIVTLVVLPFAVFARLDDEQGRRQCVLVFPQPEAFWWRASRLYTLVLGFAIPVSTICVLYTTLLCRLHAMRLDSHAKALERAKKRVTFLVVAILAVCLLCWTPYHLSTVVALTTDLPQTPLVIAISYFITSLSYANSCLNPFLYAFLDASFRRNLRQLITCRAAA
V1aR counter: V1a receptor agonism, counter-screen for OXTR agonists; P37288; CHO-V1R cells, Fluo-8 calcium fluorescence, agonist mode; 0% DMSO, 100% 3 nM vasopressin; activation, % at 3 µM; 0.25% of 320,000 active; AID 2797;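 active = activation above the mean activation of all tested compounds plus 3 SD, per screening run, cut at about 20% in these data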;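 also: signal is peak over basal fluorescence ratio across a 100 second FLIPR read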
OXTR agonist: activates the human oxytocin receptor. P30559. CHO-OTR cells, Fluo-8 calcium fluorescence; normalized: DMSO 0%, oxytocin 100%. activation, % at 3 µM. 0.32% of 320,000 active. AID 2435;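 active = activation above the mean of all tested compounds plus 3 SD, cutoff set per screening run, cut at about 20% in these data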;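 also: peak over basal fluorescence ratio from a 100 s FLIPR kinetic read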
MEKK2 mut-MEK5: signal of MEK5 binding to mutant human MEKK2 PB1 domain; bead flow cytometry, Alexa488-MEK5 binding to MEKK2 mutant; percent response, % at 10 µM; 0.35% of 290,000 active; in the data active = percent response above about 24%, passing the limit was not always enough; also: inactives centre near 1; some results filed as inactive read as strong as hits
PfM18AAP inh: blocks P. falciparum M18 aspartyl aminopeptidase; 1.2% of 290,000 active; inhibition, % at 7.35 µM; recombinant PfM18AAP, H-Glu-NHMec fluorogenic cleavage;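 active = inhibition above the campaign mean inhibition over all tested compounds plus 3 SD, cut at about 28% in these data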;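 also: 0% = plate median of test compound wells and 100% = 2 mM ZnCl2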
MEKK2wt PB1 HTS: raises or lowers MEK5 binding to wildtype human MEKK2 PB1 domain | AID 1531 | Q9Y2U5 | binding response (% of control), % at 10 µM | 1.1% of 290,000 active | bead flow cytometry, Alexa488-MEK5 binding to MEKK2 WT; actives lie on both sides; in the data active = binding response below about 67% or above about 130%
GalR3 antag: blocks the human galanin receptor 3; AID 651719; HEK293 GalR3-CNG cAMP membrane potential fluorescence; galR3 body fused to GalR1 C-terminus; O60755; 0.44% of 360,000 active; inhibition, % at 3 µM;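 active = inhibition above the screen-wide average plus 3 SD, cut at about 13% in these data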;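 also: forskolin and galanin both at EC90 stimulate the cells; cAMP rise reported by CNG channel membrane potential dye signal; 0% = forskolin plus galanin with DMSO and 100% = forskolin alone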
Target sequence (O60755 1-299 limits assumed): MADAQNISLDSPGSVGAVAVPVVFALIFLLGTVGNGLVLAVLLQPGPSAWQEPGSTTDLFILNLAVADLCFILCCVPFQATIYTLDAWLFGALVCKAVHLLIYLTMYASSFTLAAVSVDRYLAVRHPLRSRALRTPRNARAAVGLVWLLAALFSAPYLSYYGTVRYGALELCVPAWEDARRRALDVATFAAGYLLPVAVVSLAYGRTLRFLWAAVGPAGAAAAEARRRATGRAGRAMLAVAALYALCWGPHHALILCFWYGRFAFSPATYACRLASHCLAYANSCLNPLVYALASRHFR
* hit, by the source's call.

Results for COc1ccc(NC(=O)CSCc2cc(=O)n3ccsc3n2)cc1 ?
OXTR potentiator: -3.4; NALP1 inh: 1.0; GPR7 antagonist: -6.0; V1aR counter: 0.7; OXTR agonist: -0.7; MEKK2 mut-MEK5: -5.0; PfM18AAP inh: -4.6; MEKK2wt PB1 HTS: 95.0; GalR3 antag: -9.8

How did O=C(O)CCCCCNC(=O)c1ccncc1 do in these assays?
OXTR potentiator: 4.6; NALP1 inh: 15.3; GPR7 antagonist: 8.1; V1aR counter: 0.1; OXTR agonist: 1.1; MEKK2 mut-MEK5: -2.0; PfM18AAP inh: -4.4; MEKK2wt PB1 HTS: 101.0; GalR3 antag: -3.0

How did COCCCNc1nc2ccccc2nc1NS(=O)(=O)c1ccc(C)c(C)c1 do in these assays?
OXTR potentiator: -2.5; NALP1 inh: 1.6; GPR7 antagonist: -13.9; V1aR counter: 0.8; OXTR agonist: -0.4; MEKK2 mut-MEK5: -7.0; PfM18AAP inh: 5.5; MEKK2wt PB1 HTS: 93.0; GalR3 antag: 8.8

Results for O=C(NC(=S)NCC1CCCO1)c1ccccc1F (stereo not drawn) ?
OXTR potentiator: -7.0; NALP1 inh: 10.8; GPR7 antagonist: -4.3; V1aR counter: 0.4; OXTR agonist: -0.7; MEKK2 mut-MEK5: 1.0; PfM18AAP inh: -7.8; MEKK2wt PB1 HTS: 98.0; GalR3 antag: -4.2

Results for Cc1nc(C)c(-c2csc(Nc3ncccc3C)n2)s1 ?
OXTR potentiator: -8.5; NALP1 inh: 5.9; GPR7 antagonist: 0.8; V1aR counter: 2.0; OXTR agonist: -1.3; MEKK2 mut-MEK5: -4.0; PfM18AAP inh: -0.5; MEKK2wt PB1 HTS: 102.0; GalR3 antag: -10.8

What do the screens show for `CCC1(C)Cc2c(C#N)c(SC)nc(N3CCOCC3)c2CO1` (stereo not drawn)?
OXTR potentiator: -9.5; V1aR counter: -2.0; OXTR agonist: -2.7; GalR3 antag: 0.9

Results for Cc1cc(=O)[nH]c(-n2[nH]c(C)cc2=O)n1 ?
OXTR potentiator: -12.9; NALP1 inh: -6.3; GPR7 antagonist: 0.8; V1aR counter: 2.6; OXTR agonist: -1.0; MEKK2 mut-MEK5: 6.0; PfM18AAP inh: 8.7; MEKK2wt PB1 HTS: 108.0; GalR3 antag: -4.6

What do the screens show for `Nc1ccc(C(=O)NCCCSc2ccccc2)cc1[N+](=O)[O-]`?
OXTR potentiator: -9.2; NALP1 inh: -3.0; GPR7 antagonist: -4.1; V1aR counter: 6.3; OXTR agonist: 6.1; MEKK2 mut-MEK5: -2.0; PfM18AAP inh: -0.5; MEKK2wt PB1 HTS: 90.0; GalR3 antag: -9.0

What do the screens show for `COCCNC(=S)N(C)C1(c2ccccc2Cl)CCCCC1=O` (stereo not drawn)?
OXTR potentiator: -13.8; NALP1 inh: -3.1; GPR7 antagonist: 7.4; V1aR counter: -1.2; OXTR agonist: -0.3; MEKK2 mut-MEK5: 3.0; PfM18AAP inh: 6.0; MEKK2wt PB1 HTS: 102.0; GalR3 antag: -6.4

Results for CC(NC(=O)c1ccc(N(C)C)cc1)C1CC2CCC1C2 (stereo not drawn) ?
NALP1 inh: -2.2; GPR7 antagonist: -0.2; PfM18AAP inh: 9.5; GalR3 antag: -2.2

Results for O=C(Nc1ccccc1)N(CCN1CCOCC1)Cc1cccc(Cl)c1 ?
OXTR potentiator: -2.4; NALP1 inh: 16.9; GPR7 antagonist: 15.2; V1aR counter: -0.6; OXTR agonist: -0.2; MEKK2 mut-MEK5: -4.0; PfM18AAP inh: -6.6; MEKK2wt PB1 HTS: 94.0; GalR3 antag: -3.3

Results for O=C(CCCN1C(=O)/C(=C/c2cccc(Br)c2)SC1=S)Nc1ccccn1 ?
OXTR potentiator: -4.3; NALP1 inh: 34.2; GPR7 antagonist: -6.9; V1aR counter: -0.3; OXTR agonist: -0.9; MEKK2 mut-MEK5: 6.0; PfM18AAP inh: 7.2; MEKK2wt PB1 HTS: 100.0; GalR3 antag: -4.2

What do the screens show for `Cc1ccc(C(=O)OCC(=O)Nc2ccc(N(C)C)cc2)cc1NC(=O)c1ccco1`?
OXTR potentiator: -6.9; NALP1 inh: 11.0; GPR7 antagonist: -4.7; V1aR counter: 1.8; OXTR agonist: 1.1; MEKK2 mut-MEK5: 3.0; PfM18AAP inh: 19.4; MEKK2wt PB1 HTS: 95.0; GalR3 antag: -2.5

How did O=C(Nc1c(F)c(F)c(F)c(F)c1F)C1CCCCC1 do in these assays?
OXTR potentiator: -1.1; NALP1 inh: 7.2; GPR7 antagonist: 5.8; V1aR counter: -0.9; OXTR agonist: -1.4; MEKK2 mut-MEK5: 8.0; PfM18AAP inh: -6.5; MEKK2wt PB1 HTS: 102.0; GalR3 antag: 2.0

What do the screens show for `COc1cc(Cl)c(C)cc1NC(=O)COC(=O)C1=NN(c2ccccc2)C(=O)CC1`?
OXTR potentiator: -1.2; V1aR counter: -0.2; OXTR agonist: -2.0; GalR3 antag: -5.4

Results for O=C(NNc1ncnc2c1cnn2-c1cccc(Cl)c1)c1ccco1 ?
OXTR potentiator: -12.3; NALP1 inh: -8.4; GPR7 antagonist: 9.3; V1aR counter: 5.4; OXTR agonist: 4.1; MEKK2 mut-MEK5: -2.0; PfM18AAP inh: 0.7; MEKK2wt PB1 HTS: 96.0; GalR3 antag: 3.2

Results for COc1ccc(CCNC(=S)NC(=O)c2cccc([N+](=O)[O-])c2)cc1OC ?
OXTR potentiator: -14.5; NALP1 inh: 13.1; GPR7 antagonist: 4.2; V1aR counter: 1.4; OXTR agonist: -0.7; MEKK2 mut-MEK5: -1.0; PfM18AAP inh: -3.1; MEKK2wt PB1 HTS: 95.0; GalR3 antag: -2.9

What do the screens show for `CCN1CCN(Cc2ccc(NC(=O)Nc3ccccc3)cc2)CC1`?
OXTR potentiator: -4.6; NALP1 inh: 19.7; GPR7 antagonist: -1.6; V1aR counter: 0.1; OXTR agonist: 0.8; MEKK2 mut-MEK5: 7.0; PfM18AAP inh: 3.5; MEKK2wt PB1 HTS: 120.0

What do the screens show for `CN(C)/N=C/c1cc([N+](=O)[O-])ccc1O`?
OXTR potentiator: -8.1; NALP1 inh: 7.8; GPR7 antagonist: -15.1; V1aR counter: 5.8; OXTR agonist: 6.7; MEKK2 mut-MEK5: -5.0; PfM18AAP inh: 8.7; MEKK2wt PB1 HTS: 103.0; GalR3 antag: 1.9

Results for COC(=O)C1(Cc2ccccc2)NC(c2ccc(F)cc2)C2C(=O)N(C)C(=O)C21 (stereo not drawn) ?
OXTR potentiator: -3.5; NALP1 inh: 6.5; GPR7 antagonist: -8.7; V1aR counter: 0.7; OXTR agonist: -0.1; MEKK2 mut-MEK5: 4.0; PfM18AAP inh: 8.9; MEKK2wt PB1 HTS: 103.0; GalR3 antag: -0.9

Results for COC(=O)COc1ccc(S(=O)(=O)N2CCN(c3ccc(F)cc3)CC2)cc1 ?
OXTR potentiator: -0.2; NALP1 inh: 1.0; GPR7 antagonist: 8.2; V1aR counter: 1.7; OXTR agonist: 1.6; MEKK2 mut-MEK5: -1.0; PfM18AAP inh: 4.8; MEKK2wt PB1 HTS: 92.0; GalR3 antag: -6.7

Results for Cc1ccc(CN2CC(C(=O)Nc3cc(C)ccn3)CC2=O)cc1 (stereo not drawn) ?
OXTR potentiator: 2.4; V1aR counter: 0.1; OXTR agonist: 0.4; GalR3 antag: -3.8

How did CC(=O)N1CCN(S(=O)(=O)c2cccc(C(=O)OCc3cccc(F)c3)c2)CC1 do in these assays?
OXTR potentiator: -11.3; V1aR counter: 8.9; OXTR agonist: 12.4; GalR3 antag: -2.1

What do the screens show for `O=C(COC(=O)c1cccnc1Cl)NCc1cccs1`?
OXTR potentiator: 0.4; NALP1 inh: -17.0; GPR7 antagonist: -10.8; V1aR counter: 0.6; OXTR agonist: -0.1; MEKK2 mut-MEK5: 2.0; PfM18AAP inh: 0.1; MEKK2wt PB1 HTS: 103.0; GalR3 antag: -2.8

How did Cc1ccc(CCNC(=O)c2ccc(CS(=O)(=O)c3ccccc3C)o2)cc1 do in these assays?
OXTR potentiator: -13.7; NALP1 inh: 1.7; GPR7 antagonist: 7.2; V1aR counter: 4.8; OXTR agonist: 2.2; MEKK2 mut-MEK5: 2.0; PfM18AAP inh: -7.0; MEKK2wt PB1 HTS: 106.0; GalR3 antag: -9.7

Results for O=C(c1ccccc1)N1CCC(=O)N1c1ccccc1 ?
OXTR potentiator: -10.9; NALP1 inh: 13.7; GPR7 antagonist: -3.6; V1aR counter: 0.3; OXTR agonist: -1.2; MEKK2 mut-MEK5: 3.0; PfM18AAP inh: -8.8; MEKK2wt PB1 HTS: 93.0; GalR3 antag: -9.8

Results for Cc1cc(C)c(C#N)c(SC(C(=O)NC(C)(C)C)c2ccccc2)n1 (stereo not drawn) ?
OXTR potentiator: 3.6; NALP1 inh: 1.2; GPR7 antagonist: -21.9; V1aR counter: -2.1; OXTR agonist: -2.6; MEKK2 mut-MEK5: -1.0; PfM18AAP inh: 0.9; MEKK2wt PB1 HTS: 91.0; GalR3 antag: 6.9

What do the screens show for `Cn1c(=O)n(C)c2cc3[nH]cnc3cc21`?
OXTR potentiator: -15.4; NALP1 inh: 21.9; GPR7 antagonist: 1.4; V1aR counter: 0.2; OXTR agonist: 0.3; MEKK2 mut-MEK5: 3.0; PfM18AAP inh: -8.0; MEKK2wt PB1 HTS: 96.0; GalR3 antag: -9.8

What do the screens show for `O=C(C1CC(=O)N(c2ccc(F)cc2)C1)N1CCN(c2ccc(F)cc2)CC1` (stereo not drawn)?
OXTR potentiator: -3.3; NALP1 inh: 13.8; GPR7 antagonist: 5.7; V1aR counter: 2.9; OXTR agonist: 0.0; MEKK2 mut-MEK5: -2.0; PfM18AAP inh: -1.3; MEKK2wt PB1 HTS: 97.0; GalR3 antag: -4.8

How did CC1(C)OCC(COC(=O)Nc2cccnc2)([N+](=O)[O-])CO1 do in these assays?
OXTR potentiator: -1.4; NALP1 inh: -4.3; GPR7 antagonist: -6.9; V1aR counter: 1.5; OXTR agonist: 0.7; MEKK2 mut-MEK5: -2.0; PfM18AAP inh: 1.6; MEKK2wt PB1 HTS: 95.0; GalR3 antag: 3.8

How did O=C(c1ccccc1)c1cnc(Nc2ccccc2Cl)s1 do in these assays?
OXTR potentiator: -1.4; NALP1 inh: -1.1; GPR7 antagonist: -6.5; V1aR counter: 0.2; OXTR agonist: -0.8; MEKK2 mut-MEK5: 0.0; PfM18AAP inh: 4.6; MEKK2wt PB1 HTS: 97.0

What do the screens show for `CC(C)c1ccc(NC(=O)Cc2c(C(=O)O)n(C)c3ccccc23)cc1`?
OXTR potentiator: -3.9; NALP1 inh: -0.7; GPR7 antagonist: -16.5; V1aR counter: -0.5; OXTR agonist: -1.1; MEKK2 mut-MEK5: 4.0; PfM18AAP inh: -0.6; MEKK2wt PB1 HTS: 105.0; GalR3 antag: -10.1

What do the screens show for `COc1ccc(-c2csc(Nc3ccc(S(=O)(=O)Nc4cc(C)on4)cc3)n2)cc1`?
OXTR potentiator: -5.0; NALP1 inh: 11.0; GPR7 antagonist: -8.0; V1aR counter: 1.5; OXTR agonist: 0.9; MEKK2 mut-MEK5: -5.0; PfM18AAP inh: 14.1; MEKK2wt PB1 HTS: 92.0; GalR3 antag: -2.1
